PREPL inh: inhibits the human prolyl oligopeptidase-like enzyme; inhibition, % at 5.96 µM; Q4J6C6; hit rate 0.68% among 320,000; recombinant PREPL, fluorescence polarization activity-based probe; AID 2751; in the data active = inhibition above about 43%;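 note: 0% = enzyme with DMSO and 100% = wells lacking enzyme; many of its hits are not listed in these tables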
Target sequence (Q4J6C6 whole entry, looked up): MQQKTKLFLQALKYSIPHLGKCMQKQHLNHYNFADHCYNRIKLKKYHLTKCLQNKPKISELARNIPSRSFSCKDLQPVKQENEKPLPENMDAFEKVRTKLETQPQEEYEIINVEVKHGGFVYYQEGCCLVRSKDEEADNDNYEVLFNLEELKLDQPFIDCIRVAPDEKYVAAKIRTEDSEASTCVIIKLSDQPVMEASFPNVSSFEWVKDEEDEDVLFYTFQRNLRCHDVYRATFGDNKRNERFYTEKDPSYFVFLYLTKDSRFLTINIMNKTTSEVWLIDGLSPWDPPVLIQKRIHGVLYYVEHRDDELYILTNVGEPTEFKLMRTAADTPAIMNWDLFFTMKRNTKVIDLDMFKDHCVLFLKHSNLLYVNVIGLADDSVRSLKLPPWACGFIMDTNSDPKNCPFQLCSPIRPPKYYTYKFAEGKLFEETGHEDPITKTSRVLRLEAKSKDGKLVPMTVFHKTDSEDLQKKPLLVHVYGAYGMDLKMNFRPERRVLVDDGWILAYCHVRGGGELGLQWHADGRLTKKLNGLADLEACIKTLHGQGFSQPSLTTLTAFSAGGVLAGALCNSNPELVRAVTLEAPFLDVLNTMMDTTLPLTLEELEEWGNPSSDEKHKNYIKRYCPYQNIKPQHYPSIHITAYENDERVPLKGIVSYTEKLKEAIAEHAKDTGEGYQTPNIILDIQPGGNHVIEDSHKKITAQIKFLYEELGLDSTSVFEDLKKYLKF
Efflux pump inh: blocks antifungal efflux pumps in multiplex yeast assay; S. cerevisiae Candida pump triplex, Nile Red efflux; inhibition, % at 10 µM; hit rate 0.44% among 330,000;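 active = plate passing quality check with inhibition over a set limit, or well fluorescence over plate mean plus 4 SD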;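 note: Nile Red retained in pooled yeast measured as flow cytometry median fluorescence; 0% = buffer negative control and 100% = Enniatin B positive control; higher means more Nile Red kept so more efflux inhibition; some compounds called inactive have numbers as strong as hits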
An asterisk follows results filed as active. An excerpt. The share of hits here may be higher or lower than overall.

SMILES	PREPL inh	Efflux pump inh
CC(Sc1nnc2n1CCCCC2)C(=O)Nc1ccccc1[N+](=O)[O-] (configuration not stated)	4	-0.1
O=S(=O)(NCCOc1ccccc1F)c1ccc(Cl)cc1F	-31	0.0
CC(OC(=O)c1ccc2c(c1)NC(=O)CS2)C(=O)c1ccc(F)cc1 (configuration not stated)	-2	0.0
Cc1cc(NC(=O)COc2ccc3ccccc3c2Br)no1	15	-0.1
COc1ccc(Cl)cc1NC(=O)CN(C)C(=O)Cn1cnnn1	14	-0.1
CC(=O)c1cccc(NC(=O)c2cc(=O)[nH]c3ccc(S(=O)(=O)N4CCOCC4)cc23)c1	-1	0.0
CN(C(=O)CSc1nc2scc(-c3ccccc3)c2c(=O)[nH]1)c1ccccc1	3	0.6
Cc1noc(C)c1C(=O)Nc1sccc1C(N)=O	11	0.1
CC1(c2ccccc2Cl)NC(=O)N(CC(=O)Nc2ccc(N3CCOCC3)cc2)C1=O (configuration not stated)	3	-0.1
Cc1ccc(C(=O)COC(=O)c2nc(Cl)ccc2Cl)cc1	9	-0.1
CN(C)c1ccc(S(=O)(=O)N2CCC(Cc3ccccc3)CC2)cn1	6	-0.2
Cc1ccc(S(=O)(=O)c2nc(-c3ccccc3Cl)oc2N2CCN(C)CC2)cc1	-32	0.0
COc1ccc(C(C)=NNc2ccc([N+](=O)[O-])cc2S(=O)(=O)Nc2ccccc2C(=O)O)c(OC)c1	21	0.0
COc1ccc(C(=O)NNC(=O)c2ccc(F)c(S(=O)(=O)N3CCOCC3)c2)cc1	6	-0.2
CCN(CC(=O)NCc1ccc(F)cc1)C(=O)COc1ccccc1[N+](=O)[O-]	7	0.0
O=[N+]([O-])c1ccccc1S(=O)(=O)Nc1cccc(S(=O)(=O)N2CCCC2)c1	13	-0.1
O=C(C1CC(=O)N(c2ccccc2F)C1)N1CCOCC1 (configuration not stated)	8	0.2
Cc1ccc2nc(COC(=O)c3ccc(Cl)nc3)cc(=O)n2c1	3	0.2
NS(=O)(=O)c1ccc(CCNC(=O)CN2C(=O)NC(c3ccccc3)(c3ccccc3)C2=O)cc1	-14	-0.1
C=CC(=O)Nc1ccc(CN2C(=O)N(c3c(Cl)c(OC)cc(OC)c3Cl)Cc3cnc(NCCCCN(CC)CC)nc32)cc1	40	0.0
O=C1CCC/C=C/C[C@@H](CC(=O)N(CCO)Cc2ccccc2)C(=O)NC[C@@H](c2ccccc2)O1	10	-0.3
COc1ccccc1CNC(=O)CN1C(=O)NC2(CCOc3ccccc32)C1=O (configuration not stated)	8	-0.1
CCN(C(=O)CN1CCCCCC1)c1c(N)n(Cc2ccccc2)c(=O)[nH]c1=O	22	0.0
O=C(CSc1ncnc2ccccc12)NC1CCS(=O)(=O)C1 (configuration not stated)	6	-0.2
CCCC(C(=O)NNC(=O)c1cc(C)oc1C)c1ccccc1 (configuration not stated)	19	0.1
Next structures follow:
SMILES	PREPL inh	Efflux pump inh
Cn1nnnc1Sc1ncnc2scc(-c3ccc(Br)cc3)c12	28	0.4
CC(C)(C)OC(=O)C[C@@H]1C/C=C\C[C@H](CC(=O)N(CCO)Cc2ccccc2)C(=O)NC[C@H](c2ccccc2)OC1=O	4	0.4
COc1cc(OC)cc(C(=O)NCC(=O)N2CCN(Cc3ccccc3)CC2)c1	9	0.0
O=C(C[C@H]1C/C=C\C[C@H](Cc2ccc(F)cc2)C(=O)O[C@@H](c2ccccc2)CNC1=O)NCCO	14	-0.3
Cc1c(NC(=O)[C@@H](NC(=O)c2ccc(Cl)c([N+](=O)[O-])c2)C(C)C)c(=O)n(-c2ccccc2)n1C	3	0.0
CC(=O)c1cc(F)ccc1OCC(=O)Nc1ccc2c(c1)OCO2	12	0.0
C[C@]12c3[nH]c4ccccc4c3CCN1C(=O)C(CC(=O)NCCCn1ccnc1)C[C@@H]2C(=O)N1CCCCC1 (some centres not stated)	17	-0.2
CCN(C(=O)CSc1nccc(=O)[nH]1)c1cccc2ccccc12	4	-0.2
Cc1cc(C(=O)Cn2cnc3cc(F)ccc3c2=O)c(C)n1C1CC1	5	0.1
C[C@H]1CN([C@@H](C)CO)C(=O)c2cccc(NS(=O)(=O)c3cn(C)cn3)c2O[C@H]1CN(C)S(C)(=O)=O	10	-0.5
NC(=O)C1CCN(c2nc(-c3ccccc3-c3ccccc3)cs2)CC1	12	-0.6
O=C(CN1c2cccc3cccc(c23)S1(=O)=O)Nc1ccccc1Br	1	0.0
COc1ccc(Cl)cc1NC(=O)CN(C)C(=O)C1CC1	9	-0.1
CC(C)OCc1ccc(C(=O)N2CCN(CC(=O)N3CCCC3)CC2)cc1	22	-0.4
CCC(CO)Oc1cc(NCc2cccc(C(F)(F)F)c2)c2ncn(C(C)C)c2c1 (configuration not stated)	24	-0.4
NC(=O)c1ccc(NC(=O)COC(=O)C2COc3ccccc3O2)cc1 (configuration not stated)	10	0.2
CCCCC(CC)CO (configuration not stated)	-1	0.0
C=C[C@H]1[C@H](O[C@@H]2O[C@H](CO)[C@@H](O)[C@H](O)[C@H]2O)OC=C2C(=O)OCC[C@]21O	0	-0.5
CC(=O)Nc1ccc(NC(=O)CN2C(=O)NC3(CCCCCCC3)C2=O)cc1	12	0.1
CC(C)c1ccc(Nc2nnc(SCC(=O)NCC3CCCO3)s2)cc1 (configuration not stated)	30	-0.1
C[C@H]1COC(=O)[C@@H](Cc2ccc(F)cc2)CC/C=C\C[C@H](CC(=O)NCCO)C(=O)N1	15	-0.2
CC(C)[C@H](NC(=O)c1ccccc1)C(=O)OCC(=O)Nc1ncc(Cl)cc1Cl	6	0.2
O=C(c1cc2ccccc2o1)N1CCN(c2ncccn2)CC1	14	0.4
Cc1cnc(C(=O)OCC(=O)Nc2ccccc2[N+](=O)[O-])cn1	7	-0.1
O=C(COC(=O)CCc1ccc(S(=O)(=O)N2CCOCC2)cc1)Nc1ccccc1OC(F)F	2	0.3

Reformatted: 13 of the compounds above.
PREPL inh | Efflux pump inh | molecule
9 | -0.1 | COc1ccc(Cl)cc1NC(=O)CN(C)C(=O)C1CC1
22 | -0.4 | CC(C)OCc1ccc(C(=O)N2CCN(CC(=O)N3CCCC3)CC2)cc1
24 | -0.4 | CCC(CO)Oc1cc(NCc2cccc(C(F)(F)F)c2)c2ncn(C(C)C)c2c1 (configuration not stated)
10 | 0.2 | NC(=O)c1ccc(NC(=O)COC(=O)C2COc3ccccc3O2)cc1 (configuration not stated)
-1 | 0.0 | CCCCC(CC)CO (configuration not stated)
0 | -0.5 | C=C[C@H]1[C@H](O[C@@H]2O[C@H](CO)[C@@H](O)[C@H](O)[C@H]2O)OC=C2C(=O)OCC[C@]21O
12 | 0.1 | CC(=O)Nc1ccc(NC(=O)CN2C(=O)NC3(CCCCCCC3)C2=O)cc1
30 | -0.1 | CC(C)c1ccc(Nc2nnc(SCC(=O)NCC3CCCO3)s2)cc1 (configuration not stated)
15 | -0.2 | C[C@H]1COC(=O)[C@@H](Cc2ccc(F)cc2)CC/C=C\C[C@H](CC(=O)NCCO)C(=O)N1
6 | 0.2 | CC(C)[C@H](NC(=O)c1ccccc1)C(=O)OCC(=O)Nc1ncc(Cl)cc1Cl
14 | 0.4 | O=C(c1cc2ccccc2o1)N1CCN(c2ncccn2)CC1
7 | -0.1 | Cc1cnc(C(=O)OCC(=O)Nc2ccccc2[N+](=O)[O-])cn1
2 | 0.3 | O=C(COC(=O)CCc1ccc(S(=O)(=O)N2CCOCC2)cc1)Nc1ccccc1OC(F)F

Further structures
SMILES	PREPL inh	Efflux pump inh
CC(C)C(=O)N[C@H]1CCC2C3CC=C4C[C@@H](O)CC[C@]4(C)C3CC[C@@]21C (some centres not stated)	2	-0.4
Cc1ccsc1C(=O)OCC(=O)c1cc(C)n(C)c1C	16	-0.1
C[C@@]12CCC=C[C@H]1[C@H](c1ccc3ccccc3c1Br)N(Cc1ccccc1)C2=O	13	-0.3
O=S(=O)(c1cccc(C(F)(F)F)c1)N1CCN(S(=O)(=O)c2ccc3c(c2)OCCO3)CC1	15	-0.3
COc1ccc(-c2ccc3c(c2)S(=O)(=O)c2cccc(C(=O)NCc4cc(C)oc4C(F)(F)F)c2C3=O)cc1OC	2	0.1
Cc1noc(C)c1NC(=O)Nc1cccc2c1O[C@H](CN(C)C(=O)Nc1ccccc1)[C@@H](C)CN([C@H](C)CO)C2=O	18	-0.2
Cc1cccc(C)c1NC(=O)CN1C(=O)NC(C)(C2CC2)C1=O (configuration not stated)	9	0.1
COc1ccccc1N1CC(C(=O)NCC2COc3ccccc3O2)CC1=O (configuration not stated)	20	-0.1
CC[C@@]1(C(=O)OC)N[C@H](CN(C)C(=O)Nc2ccc(OC)cc2)[C@@H]2C(=O)N(Cc3ccccc3)C(=O)[C@@H]21	23	-0.2
COc1ccc2c(c1)[C@H]1[C@H](CO2)[C@H](c2ccccc2)[C@]2(C)C(=O)Nc3cc(C)ccc3C(=O)N12	3	-0.2
C=CC[C@@H](CC(=O)N[C@@H](CO)Cc1ccccc1)C(=O)N[C@H](COC(=O)[C@@H](CC=C)Cc1ccc(F)cc1)C(C)(C)C	28	0.3
CC(C)NC(=O)N(C)C[C@H]1Oc2ccc(NC(=O)Nc3ccc4c(c3)OCO4)cc2C(=O)N([C@H](C)CO)C[C@@H]1C	7	-0.1
CC(=O)NCc1ccc(C(=O)COC(=O)COc2ccc(Cl)c(C)c2)s1	16	-0.1
O=C(C1COc2ccccc2O1)N1CCN(c2ccc([N+](=O)[O-])cc2)CC1 (configuration not stated)	18	-0.6
O=C(OCCCc1cc2ccccc2c(=O)o1)N1CCOCC1	9	-0.2
O=C(CSc1ccc(F)cc1)Nc1cccc(S(=O)(=O)N2CCOCC2)c1	18	0.1
NS(=O)(=O)c1ccc(NC(=O)CNC(=O)c2ccc3c(c2)OCO3)cc1	17	0.2
COc1ccc(C(=O)COC(=O)C2COc3ccccc3O2)cc1F (configuration not stated)	18	0.0
O=C(NC(=S)NN1CCOCC1)c1cc(Br)ccc1Cl	19	0.0
COC(=O)c1ccc(/C=C/C(=O)OCC(=O)c2ccc[nH]2)cc1	-1	0.0
O=S(=O)(Nc1ncnc2sccc12)c1cccc(F)c1	9	0.2
C[C@H](CO)N1C[C@H](C)[C@@H](CN(C)S(=O)(=O)c2cccs2)Oc2c(NC(=O)CCC(F)(F)F)cccc2C1=O	14	-0.2
O=C(CN1c2cccc3cccc(c23)S1(=O)=O)Nc1c(F)c(F)c(F)c(F)c1F	3	0.1
COc1ccc(C(=O)OCC(=O)c2ccc3c(c2)NC(=O)CO3)cc1OC	11	0.1
O=C(Nc1cc(S(=O)(=O)Nc2ccccc2Cl)ccc1O)c1ccc(F)cc1F	16	0.2
Next results.
SMILES	PREPL inh	Efflux pump inh
Cc1cc(C)n2nc(SCC(=O)N3CCCC3)nc2n1	15	0.0
CCCN(CC(=O)Nc1cc(C)on1)CC(=O)Nc1ccc(F)c(F)c1F	-34	0.4
CCCCn1nc(C(=O)NC2CCCCCC2)c2ccccc2c1=O	14	0.6
O=S(=O)(N(Cc1ccccc1)[C@H](CO)Cc1ccccc1)N(Cc1ccccc1)[C@H](CO)Cc1ccccc1	9	0.0
COc1ccc(C(=O)OCC(=O)N2CCc3ccccc3C2)cc1OC	-9	0.1
COc1ccccc1N(C)S(=O)(=O)c1ccc(C(=O)Nc2cc(F)ccc2C)cc1	10	0.2
COc1ccc(OC)c(NC(=O)COC(=O)CCCN=C2NS(=O)(=O)c3ccccc32)c1	15	-0.1
O=C(COC(=O)c1ccco1)NC1CCCc2ccccc21 (configuration not stated)	25	-0.2
Cc1c(Cl)cccc1NC(=O)CSc1nnnn1C	4	0.1
CCOC(=O)CN(C(=O)COC(=O)C1=NNC(=O)CC1)c1ccc(F)cc1	12	0.2
COc1ccc(S(=O)(=O)N2CCOCC2)cc1NC(=O)CN(C)CC(=O)Nc1cccc(F)c1	23	0.2
C=CC[C@@H](CC(=O)N[C@@H](CO)Cc1ccccc1)C(=O)NC[C@@H](OC(=O)[C@@H](CC=C)CC(=O)OC(C)(C)C)c1ccccc1	6	0.2
CCC1Nc2ncnc(N3CCN(c4ccccn4)CC3)c2N(Cc2ccc(Br)cc2)C1=O (configuration not stated)	-12	0.1
C=CC[C@@H](CC(=O)NCCO)C(=O)N[C@@H](C)COC(=O)[C@H](CC=C)CC(=O)OC(C)(C)C	5	0.1
COc1ccc(OC)c(NC(=O)CSc2nc(O)cc(=O)n2CC(C)C)c1	2	0.0
O=C1OC[C@@H]2CCCN2C(=O)[C@@H](CC(=O)N(CCO)Cc2ccccc2)C/C=C\C[C@@H]1Cc1ccc(F)cc1	27	0.1
O=C1CC/C=C\C[C@@H](CC(=O)N(CCO)Cc2ccccc2)C(=O)N2CCC[C@H]2CO1	10	-0.4
O=C(COC(=O)C1=COCCO1)Nc1ccc(Br)cc1Br	11	0.5
C[C@H](NC(=O)c1nc[nH]c1C(=O)NCc1ccc(CNC(=O)OC(C)(C)C)cc1)C(=O)OCc1ccccc1	-6	0.3
COC(=O)c1ccc(CNC(=O)Cn2cnc3c(SC)nc(N)nc32)cc1	9	0.1
CCC(C)Sc1ccc(-c2nc3ccc(C)cn3c2NCc2ccccc2)cc1 (configuration not stated)	18	0.0
O=C(NC1CCC(O)CC1)c1cc(Cl)c2c(c1)OCCO2 (configuration not stated)	0	-0.2
O=C(CCNC(=O)c1ccc([N+](=O)[O-])cc1)NCc1cccs1	26	-0.1
O=C(COC(=O)c1ccc(F)c(S(=O)(=O)N2CCOCC2)c1)NCCc1ccc(F)cc1	18	0.0
CC(C)(C)OC(=O)C[C@@H]1C/C=C\C[C@@H](CC(=O)NCCO)C(=O)N[C@H](Cc2ccccc2)COC1=O	20	-0.5
CC(=O)Nc1cccc(C(=O)N2CCN(S(=O)(=O)Cc3ccccc3)CC2)c1	7	-0.1
CS(=O)(=O)Nc1ccccc1C(=O)OCC(=O)NCc1cccs1	0	0.0
CC(NC(=O)COC(=O)c1ccc2c(c1)OCCO2)c1ccccc1 (configuration not stated)	-5	-0.3
CCC(CO)Oc1cc(NCc2ccc(C)c(C)c2)c2ncn(C(C)C)c2c1 (configuration not stated)	42	-0.3
